High-throughput results from PubChem BioAssay.
Vif-A3G inh: blocks the Vif interaction with human APOBEC3G; Q9HC16; HeLa A3G-eYFP + Vif (tagged APOBEC3G with the HIV-1 protein that degrades it), YFP fluorescence, overnight; Potency, µM (top dose mostly 46.1 µM), for inactives: at the highest dose activity, negative = active, hits mostly inhibitors; 410,000 tested, 0.076% active; AID 602310;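 note: potency is the fitted concentration of half-maximal effect; % is set by controls: 0 for no effect and ±100 for the full control effect; nearly all actives have a fitted effect of over 60% in size; hits raise eYFP signal because A3G escapes Vif-driven loss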
Target sequence (Q9HC16 whole entry, looked up): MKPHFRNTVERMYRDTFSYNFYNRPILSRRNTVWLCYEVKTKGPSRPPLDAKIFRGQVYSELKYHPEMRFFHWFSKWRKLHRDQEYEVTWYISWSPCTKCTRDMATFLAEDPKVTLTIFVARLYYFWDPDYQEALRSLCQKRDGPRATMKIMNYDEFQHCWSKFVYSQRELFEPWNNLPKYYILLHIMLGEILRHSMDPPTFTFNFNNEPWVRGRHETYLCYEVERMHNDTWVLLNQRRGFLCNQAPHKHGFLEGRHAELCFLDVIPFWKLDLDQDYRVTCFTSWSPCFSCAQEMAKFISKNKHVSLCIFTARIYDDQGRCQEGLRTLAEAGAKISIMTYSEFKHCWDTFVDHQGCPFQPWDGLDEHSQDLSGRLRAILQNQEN
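HeLa cells stably expressing Vif and C-terminally eYFP-tagged A3G, seeded overnight at 37 deg C, then exposed to compound by pintool overnight at 37 deg C. Rise in yellow fluorescence (Ex 488/Em 500-530, Acumen) marks blocked Vif-driven A3G degradation.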
GRP78 ERSR act: induces the endoplasmic reticulum stress response in human glioma cells; U87-MG GRP78 promoter luciferase reporter, 16 h; Potency, µM, for inactives: top-dose activation, usual class: activators; 420,000 tested, 0.02% active; AID 602332; note: potency is the fitted concentration of half-maximal effect; series mostly up to about 76 µM; % of control where 0% means no effect; nearly all actives have a fitted effect of over 35% in size
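ERSR induction read as luciferase luminescence (Bright-Glo, 10 min at room temperature) in stably transfected human U87-MG glioma cells exposed to compounds for 16 h, using GRP78 as sensor.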
RGS4 inhibitor: inhibitors of human regulator of G protein signaling 4; P49798; Transcreener GDP fluorescence polarization, RGS4-accelerated GTP hydrolysis; Potency, µM (doses to about 114 µM), for inactives: at the top dose activity change, negative = inhibition, most hits filed as inhibitors; 390,000 tested, 0.039% active; AID 504845; note: potency is the fitted concentration of half-maximal effect; % is set by controls: 0 for no effect and ±100 for the full control effect; nearly all actives have a fitted effect of over 75% in size; some results filed as inactive show a strong effect at the top dose
Target sequence (P49798 whole entry, looked up): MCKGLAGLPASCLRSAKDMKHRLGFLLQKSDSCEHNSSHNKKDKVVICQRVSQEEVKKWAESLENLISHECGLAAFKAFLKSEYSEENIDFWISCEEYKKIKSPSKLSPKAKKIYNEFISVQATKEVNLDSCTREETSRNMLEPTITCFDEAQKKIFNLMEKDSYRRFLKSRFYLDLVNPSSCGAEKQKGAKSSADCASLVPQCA
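MLSMR compounds (23 nl, pin-transferred) preincubated 10 min at room temperature with a 500nM (2x) first reagent, then RGS4 at 900nM (2x) plus Transcreener GDP mix added; fluorescence polarization (620/688 nm) read before and after 90 min at 30 °C.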
TrxR1 substrate: substrates of rat thioredoxin reductase 1. purified TrxR1 substrate turnover, NADPH consumption readout. 390,000 tested, 0.01% active. Potency, µM (top dose mostly 114 µM), without a hit: at the top dose activity change, negative = substrate turnover; note: potency is the fitted concentration of half-maximal effect; % is set by controls: 0 for no effect and ±100 for the full control effect; nearly all actives have a fitted effect of over 50% in size
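Rat TrxR1, dispensed at 90 nM, was prereduced with 400 uM NADPH (final) for 5 min at ~22 deg C, then incubated with compound 15 min before 400 uM selenite. A first-read NADPH fluorescence drop versus no-compound background flagged substrates.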
rTrxR1 inhibitor: blocks rat thioredoxin reductase 1. Potency, µM (highest dose often 114 µM), for the others: at the top dose activity change, negative = inhibition, most hits filed as inhibitors. recombinant rTrxR1, NADPH fluorescence consumption, selenite substrate. 390,000 tested, 1% active; note: potency is the fitted concentration of half-maximal effect; % is set by controls: 0 for no effect and ±100 for the full control effect; nearly all actives have a fitted effect of over 65% in size
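Rat TrxR1 (90 nM in the dispensed reagent) was pre-reduced with 400 uM NADPH for 5 min at room temperature, then incubated with compound for 15 min. After 400 uM selenite was added, NADPH fluorescence (Ex 340/Em 450 nm) was followed for 8 min.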
Vif-APOBEC3F blk: blocks the Vif interaction with APOBEC3F. AID 602313. Potency, µM (highest dose often 46.1 µM), inactives show at the highest dose activity, negative = active. HeLa A3F-eYFP + Vif (tagged APOBEC3F with the HIV-1 protein that degrades it), YFP fluorescence increase. 390,000 tested, 0.2% active; note: potency is the fitted concentration of half-maximal effect; % of control where 0% means no effect; nearly all actives have a fitted effect of over 65% in size
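HeLa cells stably expressing A3F-eYFP plus Vif, plated and incubated overnight at 37 deg C, then exposed to compounds overnight at 37 deg C. Blocked degradation read as raised yellow fluorescence (Ex 488/Em 500-530).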
LDHA block: LDHA (human) enzyme inhibition; P00338; purified LDHA, NADH/diaphorase-resazurin fluorescence; stronger effect = lower value; activity change, % (values are at about 110 or 230 µM); 480,000 tested, 0.15% active; in the data active = activity change below about -30%;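 note: plate controls were DMSO wells for no effect and wells without enzyme for full effect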
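Enzyme activity of human lactate dehydrogenase 5 (2 nM; 0.06 mM NADH, 0.2 mM pyruvate, 5 min, RT) is measured via a resazurin/diaphorase fluorescence readout of residual NADH.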
USP1-UAF1 inh: USP1/UAF1 (human) deubiquitinase inhibition. Potency, µM (highest dose often 57.1 µM), without a hit: top-dose activity change, negative = inhibition, usual class: inhibitors. 390,000 tested, 0.23% active. AID 743255. recombinant USP1/UAF1, Ub-Rhodamine cleavage fluorescence. O94782; note: potency is the fitted concentration of half-maximal effect; % is set by controls: 0 for no effect and ±100 for the full control effect; nearly all actives have a fitted effect of over 60% in size; inactives centre near -12
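Step one: compound is pinned into 1nM USP1/UAF1 in HEPES pH 7.8 buffer with TCEP. Step two: 15 min room-temperature incubation. Step three: Ub-Rho (150nM final) starts cleavage, tracked by fluorescence over six one-minute reads.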
IDH1 R132H inh: blocks human mutant IDH1 R132H enzyme. O75874. IDH1-R132H enzyme, NADPH consumption, diaphorase/resazurin fluorescence. Potency, µM (top dose mostly 76.6 µM), without a hit: at the highest dose activity change, negative = inhibition, usual class: inhibitors. 390,000 tested, 0.093% active. AID 602179; note: potency is the fitted concentration of half-maximal effect; % is set by controls: 0 for no effect and ±100 for the full control effect; nearly all actives have a fitted effect of over 65% in size
Target sequence (O75874 whole entry R132H, stated change not applied): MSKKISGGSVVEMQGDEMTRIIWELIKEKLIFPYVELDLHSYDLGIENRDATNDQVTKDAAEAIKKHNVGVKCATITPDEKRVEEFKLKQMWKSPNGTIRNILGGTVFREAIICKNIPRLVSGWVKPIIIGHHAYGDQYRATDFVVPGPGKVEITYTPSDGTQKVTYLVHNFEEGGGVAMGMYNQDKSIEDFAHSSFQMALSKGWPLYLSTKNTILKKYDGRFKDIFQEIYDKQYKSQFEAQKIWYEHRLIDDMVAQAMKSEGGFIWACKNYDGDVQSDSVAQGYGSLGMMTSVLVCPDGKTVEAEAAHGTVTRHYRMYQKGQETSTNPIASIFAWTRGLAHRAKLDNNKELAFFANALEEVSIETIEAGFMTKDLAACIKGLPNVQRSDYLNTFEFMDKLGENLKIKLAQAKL
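IDH1-R132H (0.5 ug/mL dispensed) in pH 7.5 Tris buffer was preincubated 30 min with compound, then given a substrate mix of 0.016 mM NADPH and 2 mM alpha-KG for 80 min at room temperature; remaining NADPH was read by diaphorase/resazurin fluorescence.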
An asterisk follows results filed as active; & = joins results of further samples; [ ] = remark or other dose. Unless noted, calls come from the whole dose curve; as a rule, active = well fitted curve in the direction sought with a large enough effect; inconclusive = small, poorly fitted or top-dose-only effect, or another doubt; inactive = no such curve, though single readings can be large; an effect the other way counts as inactive or inconclusive.

Results for CCN(CC(=O)NCc1ccc(F)cc1)C(=O)c1cc2ccccc2o1 ?
Vif-A3G inh: -1%; GRP78 ERSR act: 1%; RGS4 inhibitor: -5%; TrxR1 substrate: -3%; rTrxR1 inhibitor: -3%; Vif-APOBEC3F blk: -3%; LDHA block: -3; USP1-UAF1 inh: 10%; IDH1 R132H inh: 5%

How did Cc1nn(CC(=O)N2CCC(N3CCCCC3)CC2)c(=O)c2c1sc1ccccc12 do in these assays?
Vif-A3G inh: 2%; GRP78 ERSR act: 0%; RGS4 inhibitor: 22%; TrxR1 substrate: -1%; rTrxR1 inhibitor: 4%; Vif-APOBEC3F blk: 12%; LDHA block: -8; USP1-UAF1 inh: 2%; IDH1 R132H inh: 5%

Results for COc1cccc(N(CC(=O)NC2CCCCCC2)S(=O)(=O)c2ccccc2)c1 ?
Vif-A3G inh: 0%; GRP78 ERSR act: -5%; RGS4 inhibitor: -6%; TrxR1 substrate: -4%; rTrxR1 inhibitor: 1%; Vif-APOBEC3F blk: 5%; LDHA block: -4; USP1-UAF1 inh: -23%; IDH1 R132H inh: 8%

What do the screens show for `Cc1cc(S(=O)(=O)C(CNC(=O)c2ccc(F)c(F)c2)c2cccs2)ccc1F` (stereo not given)?
Vif-A3G inh: 4%; GRP78 ERSR act: -1%; RGS4 inhibitor: -11%; TrxR1 substrate: 6%[57.1 µM]; rTrxR1 inhibitor: 14%[57.1 µM]; Vif-APOBEC3F blk: 4%; LDHA block: -14; USP1-UAF1 inh: -2%; IDH1 R132H inh: -7%

What do the screens show for `O=C1CCN(Cc2ccccc2)CCN1CCO`?
Vif-A3G inh: 1%&3%; GRP78 ERSR act: 1%&1%; RGS4 inhibitor: 17%; TrxR1 substrate: -2%&2%; rTrxR1 inhibitor: 8%&20%; Vif-APOBEC3F blk: 4%; LDHA block: -2; USP1-UAF1 inh: -6%; IDH1 R132H inh: 2%

What do the screens show for `CCC(CC)c1nnc(NC(=O)CCS(=O)(=O)Cc2ccccc2)s1`?
Vif-A3G inh: -14%; GRP78 ERSR act: -7%; RGS4 inhibitor: -18%; TrxR1 substrate: 1%; rTrxR1 inhibitor: -7%[57.1 µM]; Vif-APOBEC3F blk: -6%; LDHA block: -1; USP1-UAF1 inh: -1%; IDH1 R132H inh: 3%

What do the screens show for `CCOc1ccc(N(C(=O)c2snc(C(N)=O)c2N)C(C(=O)NCC2CCCO2)c2c[nH]c3ccccc23)cc1` (stereo not given)?
Vif-A3G inh: -2%; GRP78 ERSR act: 0%; RGS4 inhibitor: 4%; TrxR1 substrate: -15%; rTrxR1 inhibitor: 7%[57.1 µM]; Vif-APOBEC3F blk: 13%; LDHA block: 1; USP1-UAF1 inh: -7%; IDH1 R132H inh: -8%

Results for CCCCN1C(=O)C(CC(=O)NCCCN(C)C)CC(C(=O)N(CC)CC)=C1C (stereo not given) ?
Vif-A3G inh: -1%; GRP78 ERSR act: -3%; Vif-APOBEC3F blk: -7%; LDHA block: -5; USP1-UAF1 inh: -15%; IDH1 R132H inh: 1%

What do the screens show for `CCOC(=O)CSc1nnc(Cc2ccccc2)n1CC1CCCO1` (stereo not given)?
Vif-A3G inh: 0%; GRP78 ERSR act: -2%; RGS4 inhibitor: 28%; TrxR1 substrate: 7%; rTrxR1 inhibitor: 24%; Vif-APOBEC3F blk: -2%; LDHA block: -8; USP1-UAF1 inh: -9%; IDH1 R132H inh: -1%

Results for Cc1ccc(Oc2ncccc2/C=N/OCc2ccc(Cl)cc2Cl)cc1 ?
Vif-A3G inh: -5%; GRP78 ERSR act: -6%; RGS4 inhibitor: 13%; TrxR1 substrate: 2%[57.1 µM]; rTrxR1 inhibitor: 5%[57.1 µM]; Vif-APOBEC3F blk: 0%; LDHA block: -8; USP1-UAF1 inh: -10%; IDH1 R132H inh: 1%

What do the screens show for `CCC(C)N(C(=O)COC(=O)c1nc(Cl)ccc1Cl)C1CCS(=O)(=O)C1` (stereo not given)?
Vif-A3G inh: 1%; GRP78 ERSR act: -2%; RGS4 inhibitor: -14%; TrxR1 substrate: 4%; rTrxR1 inhibitor: 18%; Vif-APOBEC3F blk: -7%; LDHA block: 2; USP1-UAF1 inh: -14%; IDH1 R132H inh: 5%

What do the screens show for `CCOC(=O)N1CCC(NC(=S)Nc2ccc3nc(N4CCN(C)CC4)cc(C)c3c2)CC1`?
Vif-A3G inh: 1%; GRP78 ERSR act: 3%; RGS4 inhibitor: -21%; TrxR1 substrate: 6%; rTrxR1 inhibitor: -37%; Vif-APOBEC3F blk: 0%; LDHA block: -4; USP1-UAF1 inh: -18%; IDH1 R132H inh: 5%

How did O=C(CSc1nc2ccccc2c2nc(-c3ccccc3)nn12)Nc1ccc(F)cc1 do in these assays?
Vif-A3G inh: 0%; GRP78 ERSR act: -3%; RGS4 inhibitor: 29%; TrxR1 substrate: 0%[57.1 µM]; rTrxR1 inhibitor: 15%[57.1 µM]; Vif-APOBEC3F blk: -3%; LDHA block: -7; USP1-UAF1 inh: -27%; IDH1 R132H inh: -1%

Results for O=C(CSc1ncccc1C(=O)O)NC1CCCCC1 ?
Vif-A3G inh: 1%; GRP78 ERSR act: -3%; RGS4 inhibitor: -17%; TrxR1 substrate: 18%; rTrxR1 inhibitor: 43%; Vif-APOBEC3F blk: -15%; LDHA block: 1; USP1-UAF1 inh: -23%; IDH1 R132H inh: 6%

What do the screens show for `CC(=O)N1C(=O)N(C(C)=O)C2C1N(C(C)=O)C(=O)N2C(C)=O` (stereo not given)?
Vif-A3G inh: -6%; GRP78 ERSR act: -5%; RGS4 inhibitor: 4%; TrxR1 substrate: -2%; rTrxR1 inhibitor: -4%; Vif-APOBEC3F blk: -6%; LDHA block: -6; USP1-UAF1 inh: -11%; IDH1 R132H inh: 1%

Results for Cc1cc(C)cc(NC(=O)Nc2cccnc2)c1 ?
Vif-A3G inh: -8%; GRP78 ERSR act: 9%; RGS4 inhibitor: -5%; TrxR1 substrate: 1%; rTrxR1 inhibitor: 14%; Vif-APOBEC3F blk: -3%; LDHA block: -10; USP1-UAF1 inh: -15%; IDH1 R132H inh: 9%

Results for COC(=O)c1ccc(C)c(NC(=O)C2COc3ccccc3O2)c1 (stereo not given) ?
Vif-A3G inh: 0%; GRP78 ERSR act: -3%; RGS4 inhibitor: -6%; TrxR1 substrate: 7%; rTrxR1 inhibitor: 19%; Vif-APOBEC3F blk: -15%; LDHA block: -3; USP1-UAF1 inh: -18%; IDH1 R132H inh: 8%

What do the screens show for `COc1ccc(C2=NN(CC(=O)Nc3ccccc3C)C(=O)CC2)cc1`?
Vif-A3G inh: 1%; GRP78 ERSR act: 0%; RGS4 inhibitor: -3%; TrxR1 substrate: 3%; rTrxR1 inhibitor: 4%; Vif-APOBEC3F blk: 2%; LDHA block: -4; USP1-UAF1 inh: -4%; IDH1 R132H inh: 4%

What do the screens show for `O=C1COc2ccc(C(=O)COC(=O)C3CCN(S(=O)(=O)c4cccs4)CC3)cc2N1`?
Vif-A3G inh: 0%; GRP78 ERSR act: -5%; RGS4 inhibitor: 40%; TrxR1 substrate: 0%; rTrxR1 inhibitor: 8%; Vif-APOBEC3F blk: 0%; LDHA block: -9; USP1-UAF1 inh: -13%; IDH1 R132H inh: -4%

How did COC(=O)COc1ccc(-n2cnnn2)cc1 do in these assays?
Vif-A3G inh: 1%; GRP78 ERSR act: -1%; RGS4 inhibitor: -7%; TrxR1 substrate: 11%; rTrxR1 inhibitor: 36%; Vif-APOBEC3F blk: 0%; LDHA block: 6; USP1-UAF1 inh: -19%; IDH1 R132H inh: 4%

How did CCOC(=O)C1C(c2ccccc2)NC(=S)NC1(C)O (stereo not given) do in these assays?
Vif-A3G inh: -2%; GRP78 ERSR act: -6%; RGS4 inhibitor: -17%; TrxR1 substrate: -2%; rTrxR1 inhibitor: 7%[57.1 µM]; Vif-APOBEC3F blk: 4%; LDHA block: -4; USP1-UAF1 inh: -9%; IDH1 R132H inh: 6%

How did O=C(O)c1cccc(NC(=O)c2cccc(S(=O)(=O)N3CCc4ccccc43)c2)c1 do in these assays?
Vif-A3G inh: -3%; GRP78 ERSR act: 4%; RGS4 inhibitor: -1%; TrxR1 substrate: -1%; rTrxR1 inhibitor: -4%; Vif-APOBEC3F blk: 2%; LDHA block: -4; USP1-UAF1 inh: -8%; IDH1 R132H inh: -3%

What do the screens show for `COC(=O)CN(c1ccc(F)cc1)S(=O)(=O)c1ccccc1`?
Vif-A3G inh: -2%; GRP78 ERSR act: -8%; RGS4 inhibitor: 29%; TrxR1 substrate: 2%; rTrxR1 inhibitor: -2%; Vif-APOBEC3F blk: 5%; LDHA block: -2; USP1-UAF1 inh: 1%; IDH1 R132H inh: -1%

Results for COC(=O)C1=C(C)NC(=O)C1(Nc1nccs1)C(F)(F)F (stereo not given) ?
Vif-A3G inh: 0%; GRP78 ERSR act: -8%; RGS4 inhibitor: -32%; TrxR1 substrate: 9%[57.1 µM]; rTrxR1 inhibitor: 11%[57.1 µM]; Vif-APOBEC3F blk: 2%; LDHA block: -8; USP1-UAF1 inh: -13%; IDH1 R132H inh: 0%

Not all compounds are listed (hit frequency here may not be typical).
